Source: PubChem BioAssay (several laboratories)
SMARCA2 act – SMARCA2 (BRM) function activators, primary screen, cell-based, luminescence, high throughput; 1% of 370,000 active; MG213 cells, MMTV-luciferase reporter, dexamethasone, overnight; activation, % at 9.1 µM; in the data active = activation above about 7.8%;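 also: 0% = vehicle wells and 100% = reference activator wells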
NPR1 activator – GC-A stimulated cGMP production enhancers – HEK293 GC-A cells, cGMP TR-FRET, EC30 ANP, primary screen; Atrial natriuretic peptide receptor 1 (Homo sapiens), P16066; AID 1671463, 2021; 0% at EC30 ANP, 100% saturating ANP; 0.14% of 370,000 active; activation, % at 10 µM; in the data active = activation above about 40%
hcDAF-12 act – H. contortus DAF-12 nuclear receptor activators, primary screen, cell-based, luminescence, HEK293, lit1-tk-luc reporter. HEK293 hcDAF-12 lit1-tk-luc reporter; 0% DMSO, 100% Δ7-dafachronic acid. AID 652067, 2013. activation, % at 6.8 µM. 1.4% of 370,000 active;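 active = activation above the mean of all tested compounds plus 3 SD, cut at about 5.5% in these data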;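 also: 100% = response to 3 µM Δ7-dafachronic acid high control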
sPLA2-III inh – human group III sPLA2 inhibitors, primary screen, biochemical, QFRET, BODIPY PC-A2 liposome substrate; Group 3 secretory phospholipase A2 (Homo sapiens), Q9NZ20; QFRET BODIPY PC-A2 liposome hydrolysis, fluorescence; inhibition, % at 12.2 µM; 0.56% of 370,000 active;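 active = inhibition above mean plus 3 SD of compounds lying within the high and low control bounds, cut at about 19% in these data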;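 also: 0% = median of test compound wells and 100% = no enzyme DMSO wells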
Target sequence (Q9NZ20 whole entry, looked up): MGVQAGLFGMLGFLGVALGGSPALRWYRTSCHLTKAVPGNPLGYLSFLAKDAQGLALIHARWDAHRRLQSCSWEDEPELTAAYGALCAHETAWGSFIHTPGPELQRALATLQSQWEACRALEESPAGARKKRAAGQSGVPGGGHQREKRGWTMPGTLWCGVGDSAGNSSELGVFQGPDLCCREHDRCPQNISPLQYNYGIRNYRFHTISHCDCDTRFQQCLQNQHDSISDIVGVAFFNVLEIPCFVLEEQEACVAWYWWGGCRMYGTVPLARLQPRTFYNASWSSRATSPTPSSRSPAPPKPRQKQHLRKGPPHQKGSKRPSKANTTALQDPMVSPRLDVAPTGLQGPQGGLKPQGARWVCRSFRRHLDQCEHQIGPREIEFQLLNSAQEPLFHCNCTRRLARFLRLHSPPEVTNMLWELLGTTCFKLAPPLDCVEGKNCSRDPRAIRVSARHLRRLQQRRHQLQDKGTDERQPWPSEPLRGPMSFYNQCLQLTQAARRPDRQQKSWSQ
DAX1 inh-1 – DAX1 (NR0B1) inhibitors on StAR promoter, primary screen, cell-based, luminescence, SF-1 (NR5A1), full-length DAX-1; HEK293T StAR-luciferase reporter, SF-1/DAX-1 repression relief; inhibition, % at 6.8 µM; 1.1% of 370,000 active; AID 652010, 2013;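 active = inhibition above the mean over all tested compounds plus 3 SD, cut at about 3.6% in these data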;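 also: 0% = DAX-1 cells with DMSO and 100% = cells lacking DAX-1 with DMSO; higher inhibition means more luminescence from relief of DAX-1 repression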
hgDAF12 agonist – H. glycines DAF-12 receptor agonists, primary screen, cell-based, luminescence, HEK293, GAL4 fusion, UAS-luciferase | Nuclear hormone receptor DAF-12 (Heterodera glycines), GAL4 fusion | HEK293 GAL4-hgDAF12 UAS-luciferase reporter, agonist luminescence; normalized to butyrate control | activation, % at 6.8 µM | 1.8% of 370,000 active;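 active = activation above a cutoff set at the mean of all screened compounds plus 3 SD, cut at about 10% in these data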;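 also: 0% = DMSO wells and 100% = sodium butyrate wells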
ssDAF-12 act – S. stercoralis DAF-12 nuclear receptor activators, primary screen, cell-based, luminescence, HEK293, GRIP1 co-expression, lit1-tk-luc; activation, % at 6.8 µM; HEK293 ssDAF-12/GRIP1 lit1-tk-luc reporter; % of 3 µM dafachronic acid response; Nuclear hormone receptor DAF-12 (Strongyloides stercoralis); AID 652126, 2013; 1% of 370,000 active;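 active = activation above the mean over all tested compounds plus 3 SD, cut at about 0.9% in these data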;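 also: 0% = DMSO-only wells and 100% = 3 µM delta7-dafachronic acid wells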
GAA850 FXN act – FXN promoter activators, primary screen, cell-based, luciferase luminescence, HEK293 lucGAA850; AID 540364, 2011; HEK293 lucGAA850 FXN promoter luciferase reporter, 24 h; percent of 10 µM SAHA response; activation, % at 6 µM; 0.56% of 360,000 active;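 active = activation above the average of all compounds screened plus 3 SD, cutoff fixed separately per campaign, cut at about 7.5% in these data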;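 also: 0% = DMSO wells and 100% = 10 µM SAHA wells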
DAX1 inh-2 – DAX1 (NR0B1) inhibitors, primary screen, cell-based, HEK293, Gal4-DAX1, luciferase luminescence. Nuclear receptor subfamily 0 group B member 1 (Homo sapiens), P51843. HEK293 Gal4-DAX1 luciferase reporter. inhibition, % at 6.75 µM. 0.99% of 340,000 active. AID 504766, 2011;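 active = inhibition above the mean over all tested compounds plus 3 SD, cut at about 4.2% in these data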;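 also: 0% = DAX1-transfected cells with DMSO and 100% = empty-vector control cells with DMSO; inhibition shows as a rise in luminescence from relieved DAX1 repression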
Target sequence (P51843 207-470 limits assumed): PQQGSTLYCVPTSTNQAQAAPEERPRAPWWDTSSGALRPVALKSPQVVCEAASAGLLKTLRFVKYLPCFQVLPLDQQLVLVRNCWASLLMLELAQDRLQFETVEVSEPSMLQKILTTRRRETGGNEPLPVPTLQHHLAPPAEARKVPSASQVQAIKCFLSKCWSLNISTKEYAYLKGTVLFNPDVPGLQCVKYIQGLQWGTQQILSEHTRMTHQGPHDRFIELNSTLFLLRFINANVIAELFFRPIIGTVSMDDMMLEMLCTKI
GC-B act – human GC-B receptor activators, primary screen, HEK293 GC-B cells, cGMP TR-FRET, EC30 CNP | Atrial natriuretic peptide receptor 2 (Homo sapiens), P20594 | 0% at EC30 CNP, 100% saturating CNP | activation, % at 10 µM | 0.11% of 370,000 active | AID 1920062, 2024;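 active = activation at 10 µM reaching about 35% in either raw or pattern-adjusted values, limit read from the data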
ADAM10 inh – human ADAM10 inhibitors, primary screen, biochemical, QFRET, HTS. Disintegrin and metalloproteinase domain-containing protein 10 (Homo sapiens), O14672. recombinant ADAM10, EDANS/DABCYL FRET peptide cleavage, 3 h. inhibition, % at 7 µM. 0.62% of 370,000 active;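 active = inhibition above a per-campaign cutoff equal to the mean of compounds falling between control-based bounds plus 3 SD, cut at about 20% in these data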;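 also: 0% = DMSO wells while the 100% control is not disclosed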
The depositor's hits bear a star; i = inactive; / = no result given. No enrichment for hits. Share with any hit: about 6.6%.

structure | GC-B act | ssDAF-12 act | DAX1 inh-1 | NPR1 activator | ADAM10 inh | SMARCA2 act | DAX1 inh-2 | hgDAF12 agonist | sPLA2-III inh | hcDAF-12 act | GAA850 FXN act
Cc1cc(C)n2nc(C(=O)OC(C)C(=O)c3ccccc3)nc2n1 (stereo unspecified) | 6 | -1.2 | -1.0 | 4 | -4 | -1 | 0.1 | 1.1 | 1 | -0.5 | 1.1
COc1ccc(S(=O)(=O)Cc2ccc(C(=O)N3CCN(C(=O)c4ccco4)CC3)o2)cc1 | 1 | -1.9 | 0.1 | -5 | -18 | -1 | 2.9 | -3.4 | 6 | -2.7 | -1.4
COc1ccccc1C(c1nnnn1CS(=O)(=O)c1ccc(C)cc1)N1CCSCC1 (stereo unspecified) | -10 | -1.5 | -0.2 | -5 | 8 | -1 | -1.2 | 1.3 | -5 | -2.2 | 2.1
OC(c1ccc(F)c(F)c1)c1nc(-c2cnc3ccccc3c2)cs1 (stereo unspecified) | -2 | -0.3 | 1.1 | -7 | -35 | -3 | / | 8.8 | -21 | 1.4 | 2.4
CCCN1CCC(=O)N([C@H](CSc2ccccc2)c2ccccc2)CC1 | -10 | -0.5 | 0.5 | -4 | -15 | 5 | 0.4 | 6.4 | -14 | 4.0 | 2.3
COc1ccc(C(=O)CC(Nc2ccc([N+](=O)[O-])cc2)c2ccc(OC)cc2)cc1 (stereo unspecified) | 4 | -2.2 | -0.5 | -5 | 14 | -2 | -0.8 | 2.5 | -30 | -1.6 | -0.2
O=C(CCCOc1ccc(Cl)cc1Cl)NN1CCOCC1 | 1 | -0.9 | -0.1 | 6 | -5 | -2 | 0.1 | 1.4 | -6 | 4.6 | -0.3
Cc1cc(C)n(C(=O)c2ccc(S(=O)(=O)NCC3CCCO3)cc2)n1 (stereo unspecified) | 5 | -1.3 | -0.4 | 0 | -10 | -1 | -0.1 | -1.6 | 2 | -1.1 | 1.1
CCOc1cc(C(=O)OC(C)C(=O)Nc2ccc(NC(C)=O)cc2)ccc1OCC(=O)N1CCCCC1 (stereo unspecified) | 5 | -1.1 | 0.0 | -2 | -5 | 2 | 0.6 | -2.2 | -9 | 0.0 | -0.3
CCCNC(=S)N1CCN(Cc2ccc3c(c2)OCO3)CC1 | 2 | -0.7 | 0.0 | 1 | -10 | -3 | -0.8 | 1.8 | 9 | -1.4 | -0.6
Cc1ccc(-c2nc3sc4c(N)ncnc4c3c3c2CCCC3)cc1 | -10 | -1.3 | 0.2 | -11 | 0 | 2 | 0.6 | -0.8 | -5 | 1.0 | 2.5
O=c1oc2ccccc2c(N2CCOCC2)c1[N+](=O)[O-] | -3 | -1.5 | 0.2 | -4 | -2 | -3 | 0.2 | -4.7 | 6 | -1.7 | -1.9
Cc1ccc(S(=O)(=O)NNC(=O)c2cc3cc4ccccc4nc3s2)cc1 | -6 | -1.0 | -0.1 | 1 | -18 | -1 | 0.0 | -1.8 | -44 | -0.4 | -1.0
Cc1cccc(NC(=O)c2nc[nH]c2C(=O)NC[C@H](C)O)c1 | -4 | -0.7 | -1.8 | -5 | -11 | -4 | 0.6 | 0.3 | -1 | -0.3 | 1.8
O=C(Nc1ccon1)c1ccc(Cl)c(S(=O)(=O)N2CCCCC2)c1 | -4 | -1.2 | -0.7 | -3 | 2 | -1 | -0.7 | 2.0 | -5 | -3.6 | -0.7
C[C@H]1CN([C@@H](C)CO)C(=O)CCCn2nncc2CO[C@@H]1CN(C)S(=O)(=O)c1ccccc1 | 5 | -0.5 | 1.8 | -1 | -8 | -5 | 0.4 | -2.3 | 12 | 2.0 | 1.5
Cc1cccc(-n2cnc(C(=O)N/N=C/c3ccccc3)c2)n1 | 4 | -1.3 | -0.6 | 0 | 4 | -1 | -0.8 | 2.2 | 7 | -1.4 | 1.6
COc1ccc([N+](=O)[O-])cc1NC(=O)C(C)OC(=O)CSC(C)C(=O)Nc1cc(C)on1 (stereo unspecified) | -4 | -1.1 | 0.8 | -2 | 3 | -3 | 0.4 | 1.1 | -7 | -0.2 | -2.7
C=CCNC(=O)CN(Cc1ccccc1)S(=O)(=O)c1ccc(C)cc1 | 5 | -1.5 | 0.7 | -3 | 3 | 3 | -0.9 | -0.7 | 1 | -1.6 | 1.2
CCN(CC(=O)Nc1c(F)cccc1F)C(=O)c1ccc2ncsc2c1 | 1 | -0.4 | 0.8 | -1 | -11 | -3 | 0.6 | 0.8 | 5 | 0.0 | -1.1

Remaining list, next part.
structure | GC-B act | ssDAF-12 act | DAX1 inh-1 | NPR1 activator | ADAM10 inh | SMARCA2 act | DAX1 inh-2 | hgDAF12 agonist | sPLA2-III inh | hcDAF-12 act | GAA850 FXN act
CCOc1ccc(NC(=O)CC2C(=O)N(c3ccc(OC)cc3)C(=S)N2Cc2ccccn2)cc1 (stereo unspecified) | 0 | -1.3 | -0.6 | -1 | 0 | 1 | -1.2 | 0.8 | -53 | -2.3 | 0.0
C/C(=N\NC(=O)c1cccc([N+](=O)[O-])c1)c1ccncc1 | -6 | -0.3 | -0.8 | 5 | 5 | 3 | -1.6 | 4.4 | 0 | 0.8 | 1.5
Cc1cc(OC(C)C(=O)NCC2CCC(C(=O)O)CC2)c2c(C)cc(=O)oc2c1 (stereo unspecified) | -4 | -1.1 | 0.4 | 3 | i | -1 | 0.6 | -1.4 | 6 | 1.2 | -0.4
COc1ccc(/C=N/NC(=O)c2[nH]nc3c2CCc2ccccc2-3)cc1OC | 27 | -1.4 | -1.6 | 18 | -9 | -1 | -1.4 | 1.2 | -9 | -3.5 | -0.9
COc1ccc(NS(=O)(=O)c2cccc(NC(=O)CCS(=O)(=O)c3ccccc3)c2)cc1 | 8 | -2.1 | -0.5 | -3 | -5 | -5 | 0.6 | -3.2 | -18 | 0.0 | -2.0
O=C(Nc1ccccc1)N1CCNCC1 | -3 | 0.1 | -0.2 | 3 | 3 | -3 | 0.9 | 1.1 | 4 | -2.6 | 0.9
CC(C)[C@H](NC(=O)C1CCN(S(=O)(=O)c2ccccc2)CC1)C(=O)NCc1ccco1 | 8 | -1.6 | 0.6 | 2 | 0 | 0 | 0.8 | 0.1 | -2 | -2.7 | -1.3
Cc1cc(NC(=O)c2cc(-c3ccc(O)cc3)on2)no1 | -6 | -0.7 | 1.6 | 0 | 1 | 1 | 3.1 | 11* | -6 | 1.5 | 3.6
COc1cccc(CN2CC(C(=O)N3CCN(c4ccc(Cl)cc4)CC3)CCC2=O)c1 (stereo unspecified) | -2 | -1.0 | 0.4 | -1 | -7 | -4 | -1.4 | -2.5 | -4 | -0.2 | -0.4
Cc1cc(OC(C)C)c2c(-c3ccccc3)cc(=O)oc2c1 | -1 | -1.5 | -1.6 | -2 | -2 | 2 | 0.4 | -2.7 | 0 | -2.8 | 2.2
Cc1nc(Cc2nnc(SCC(=O)N(C)c3ccccc3)o2)cs1 | 2 | -1.0 | 0.6 | 3 | -3 | -1 | 0.2 | 0.5 | 8 | -1.0 | 0.5
COc1ccc(CCNC2=NCCS2)cc1OC | 0 | -0.9 | 0.8 | 4 | -5 | -3 | 0.6 | -0.2 | 6 | 0.2 | -0.4
CCC(Sc1ncnc2c1nnn2-c1ccc(F)cc1)C(=O)OC (stereo unspecified) | -3 | -0.7 | 0.0 | 10 | 4 | -1 | -0.1 | 0.1 | 6 | 0.3 | 3.3
CCC(CC)c1nnc(NC(=O)CS(=O)(=O)Cc2ccccc2)s1 | -1 | -1.1 | -0.4 | 0 | 5 | -1 | -1.1 | -2.1 | -19 | -0.7 | 1.8
O=C(COc1ccc(Cl)cc1Cl)N(c1ccccn1)C1CCCCC1 | -5 | -1.0 | 0.1 | -7 | 0 | -2 | -1.1 | 6.3 | 11 | 0.7 | 2.2
CC1CCc2c(sc(NC(=O)c3ccccc3C(=O)O)c2C#N)C1 (stereo unspecified) | 1 | -1.0 | -0.4 | 3 | -9 | 4 | 0.4 | 1.2 | -3 | 0.2 | -0.7
CC(C)CC(NC(N)=O)C(=O)NCc1ccc(Cl)cc1 (stereo unspecified) | -10 | -1.8 | -1.0 | -3 | 3 | 3 | 0.0 | -0.4 | -1 | -0.1 | -0.5
O=S(=O)(c1ccc(NC(=S)N/N=C/c2c3ccccc3cc3ccccc23)cc1)N1CCOCC1 | 4 | -2.6 | -0.9 | 4 | -16 | -1 | -1.4 | 1.4 | 2 | -3.7 | 0.2
O=C1CCCc2c1cc(C(=O)Nc1ccc(Cl)cn1)c(=O)n2-c1ccccc1 | -11 | -1.4 | -0.3 | -10 | -6 | -2 | -1.1 | -2.3 | -18 | -1.5 | -5.7
COCCCN1C(=O)C(=O)/C(=C(/O)c2ccc(S(=O)(=O)N3CCOCC3)cc2)C1c1ccc(C)cc1 (stereo unspecified) | -2 | -0.6 | -0.9 | 1 | -4 | -2 | 0.1 | -3.1 | -9 | -1.7 | 4.3

Carrying on:
structure | GC-B act | ssDAF-12 act | DAX1 inh-1 | NPR1 activator | ADAM10 inh | SMARCA2 act | DAX1 inh-2 | hgDAF12 agonist | sPLA2-III inh | hcDAF-12 act | GAA850 FXN act
COc1ccc(CCNC(=O)C2c3ccccc3C(=O)N2CCC(C)C)cc1OC (stereo unspecified) | -1 | -1.1 | -0.3 | -5 | -8 | -2 | -1.0 | -3.1 | 12 | -2.5 | 0.1
Nn1c(SCC(=O)Nc2ccc(OCc3ccccc3)cc2)nnc1-c1cc(-c2ccc(F)cc2)n[nH]1 | -3 | -0.9 | -2.5 | -3 | -3 | -4 | / | 1.6 | 2 | -0.5 | /
Cc1ccc(CN2CC(C(=O)N3CCN(S(=O)(=O)c4cc(C)ccc4C)CC3)CC2=O)cc1 (stereo unspecified) | 1 | -1.1 | -0.1 | -10 | -1 | -2 | -1.7 | -1.8 | -7 | -1.4 | 0.1
CCN(CC)c1nc(C#N)nc(N(CC)CC)n1 | 5 | -1.2 | -0.7 | 3 | -8 | -5 | 0.4 | -0.3 | 9 | -1.9 | 0.3
